High-throughput results as filed in PubChem BioAssay.
APJ antag: blocks the human apelin receptor APJ; CHO-K1 APJ beta-arrestin complementation, luminescence; inhibition, % at 20 µM; hit rate 0.32% among 330,000; P35414;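 active = inhibition above about 40% at 20 µM, limit read from the data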;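 also: cells challenged with 10 nM apelin-13 agonist together with compound; plate controls were apelin-13 plus DMSO wells for no effect and DMSO wells lacking apelin-13 for full effect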
APJ ag: APJ receptor agonism. AID 2520. hit rate 0.11% among 330,000. activation, % at 20 µM. CHO-K1 APJ PathHunter beta-arrestin, luminescence; 0% DMSO wells, 100% apelin;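 active = activation more than six SD over the plate average, tested at 20 µM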;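 also: 0% = DMSO alone and 100% = apelin-13 at 10 nM; some results filed as inactive read as strong as hits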
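Test system: CHO-K1 APJ beta-arrestin complementation cell line. Amount: cell density 1000 per well. Controls: DMSO negative, 10 nM Apelin-13 positive. Signal: luminescent beta-gal fragment complementation, chemiluminescent substrate. Read-out basis: agonist-driven arrestin binding to APJ. Timing: compound stimulation 90 min at 25 °C, detection 60 min.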
tim23-1 inh: inhibits growth of tim23-1 mutant yeast; hit rate 1.3% among 330,000; inhibition, % at 20 µM; S. cerevisiae tim23-1 growth, BacTiter-Glo luminescence, 24 h;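 active = growth inhibition of the mutant yeast at or above 50%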;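 also: temperature-sensitive mutant grown at 25 °C; plate controls were DMSO-treated mutant yeast for no effect and medium wells lacking yeast for full effect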
UPR XBP1 act: adaptive UPR (XBP1) activation. CHO-XBP1 luciferase reporter, IRE1-XBP1 UPR activation, luminescence; percent of tunicamycin response, DMSO as zero. hit rate 0.33% among 330,000. activation, % at 20 µM;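 active = versus positive control, 20 µM dose yields 30% or more activation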;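 also: 100% = tunicamycin at 10 µg/mL and 0% = DMSO only wells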
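incubation = overnight seeding at 37 °C, 6 h compound treatment at 37 °C | assay system = CHO-XBP1 cells stably carrying IRE1-XBP1-driven luciferase reporter | input = 1000 cells per well | detection = luciferase luminescence | dosing = single point, 20 µM final compound, 1% DMSO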
Jurkat NFkB inh: lowers PMA/ionomycin-induced NF-kB signal in Jurkat cells; AID 435003; hit rate 0.53% among 330,000; PMA/ionomycin-induced NF-kB luciferase reporter, luminescence; inhibition, % at 4 µM; in the data active = inhibition above about 50%
697 NFkB inh: inhibitors of the PMA/ionomycin-induced NF-kB reporter in 697 B cells; 697 B-cell NF-kB luciferase reporter, 16 h; inhibition, % at 4 µM; hit rate 0.33% among 330,000; in the data active = inhibition above about 35%
CHOP UPR activ: activators of apoptotic arm of unfolded protein response (CHOP); CHO-CHOP luciferase reporter, UPR activation, luminescence; percent of tunicamycin response over DMSO baseline; activation, % at 10 µM; hit rate 0.34% among 330,000; AID 449763;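 active = at 10 µM dose, activation of 40% or more, normalized to positive control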;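 also: 100% = tunicamycin at 10 µg/mL and 0% = DMSO alone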
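Evaluation: % reporter activation, DMSO baseline versus tunicamycin full activation; System: CHO-CHOP luciferase reporter cell line; Input: 500 cells/well; Incubation: 6 h compound treatment, 37 °C; Measured by: Steady-Glo luciferase luminescence; Dosing: one dose, 10 µM in 0.5% DMSO; Buffer or medium: F12 medium, 10% FBS; Benchmarks: positive tunicamycin 10 µg/mL, negative DMSO alone.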
Mdm2 MdmX PPI: inhibitors of human Mdm2/MdmX interaction; SaOS-2 split-luciferase Mdm2/MdmX complementation, luminescence; inhibition, % at 8 µM; hit rate 3% among 330,000; AID 485346;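 active = inhibition of at least 50% at 8 µM in the primary screen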
Target sequence (O15151 whole entry, looked up): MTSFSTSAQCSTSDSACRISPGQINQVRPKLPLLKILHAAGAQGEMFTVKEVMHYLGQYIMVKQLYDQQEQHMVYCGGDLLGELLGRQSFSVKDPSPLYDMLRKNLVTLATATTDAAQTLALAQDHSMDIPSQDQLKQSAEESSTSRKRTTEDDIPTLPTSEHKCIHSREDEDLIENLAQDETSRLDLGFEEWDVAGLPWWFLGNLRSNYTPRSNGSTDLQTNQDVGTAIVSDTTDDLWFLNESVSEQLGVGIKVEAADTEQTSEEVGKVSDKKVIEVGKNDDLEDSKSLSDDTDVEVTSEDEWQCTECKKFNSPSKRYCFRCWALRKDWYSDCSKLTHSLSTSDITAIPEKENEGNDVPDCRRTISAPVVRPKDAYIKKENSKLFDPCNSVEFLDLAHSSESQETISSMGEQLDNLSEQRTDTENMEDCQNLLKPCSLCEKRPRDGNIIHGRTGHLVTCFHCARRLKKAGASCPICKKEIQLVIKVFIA
Target sequence (Q00987 whole entry, looked up): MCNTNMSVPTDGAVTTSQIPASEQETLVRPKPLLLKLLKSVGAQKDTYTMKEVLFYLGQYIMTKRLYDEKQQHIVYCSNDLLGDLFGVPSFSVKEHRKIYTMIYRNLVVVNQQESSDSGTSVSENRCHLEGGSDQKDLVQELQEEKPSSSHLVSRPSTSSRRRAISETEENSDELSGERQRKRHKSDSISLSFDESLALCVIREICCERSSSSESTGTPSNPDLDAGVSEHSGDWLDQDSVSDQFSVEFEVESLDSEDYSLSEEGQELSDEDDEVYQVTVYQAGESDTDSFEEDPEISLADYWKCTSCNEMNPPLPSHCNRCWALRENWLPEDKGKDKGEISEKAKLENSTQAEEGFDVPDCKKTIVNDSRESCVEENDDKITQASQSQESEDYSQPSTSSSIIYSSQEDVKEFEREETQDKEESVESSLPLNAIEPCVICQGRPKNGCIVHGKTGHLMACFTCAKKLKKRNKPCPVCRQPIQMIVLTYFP
* marks the source's active call; other numbers are inactive results.

Below each compound – APJ antag | APJ ag | tim23-1 inh | UPR XBP1 act | Jurkat NFkB inh | 697 NFkB inh | CHOP UPR activ | Mdm2 MdmX PPI
COc1ccc(/C=C2\SC(=O)N(CC(=O)Nc3cccc(C)c3)C2=O)cc1O
    4 | 5 | 26 | 3 | -8 | -13 | 1.5 | 9
CCC(C)N(C(=O)COC(=O)CSc1ccc([N+](=O)[O-])cc1)C1CCS(=O)(=O)C1 (stereo not drawn)
    0 | 9 | 14 | 1 | 10 | 1 | -1.8 | -2
Cc1cc(C)n2c(=O)c3ccc(Cl)cc3nc2c1C#N
    -1 | 1 | 15 | 1 | -11 | 0 | 0.8 | 3
OC(COc1cccc2ccccc12)CN1CCN(c2ccccn2)CC1 (stereo not drawn)
    -1 | -3 | -61 | -2 | -5 | -9 | -2.5 | 2
Cc1ccc(OCCC(=O)OCC(=O)Nc2ccc3c(c2)OCCO3)cc1
    29 | -3 | 14 | -1 | -1 | 12 | -0.3 | 1
Cc1ccc(C(=O)/C=C/Nc2ccccc2C(N)=O)o1
    12 | -2 | 15 | 4 | -34 | 6 | 1.8 | -18
Cc1ccc(CNC(=O)COC(=O)CCOc2ccc(C)cc2)cc1
    21 | -7 | 10 | 2 | 8 | 14 | -0.4 | 18
N#Cc1ccccc1Cn1cc(/C=N/Nc2ccc([N+](=O)[O-])cn2)c2ccccc21
    -4 | -5 | -7 | -1 | 67* | -15 | -1.0 | 28
NC(=O)c1ccc(NC(=O)CN2CCN(S(=O)(=O)c3ccc4c(c3)OCCO4)CC2)cc1
    5 | -4 | 15 | 2 | 10 | 2 | 0.6 | 7
COc1cccc(C2C3=C(CCCC3=O)Nc3nc(-c4cc(OC)c(OC)c(OC)c4)nn32)c1 (stereo not drawn)
    4 | -1 | 8 | 1 | -12 | 22 | 1.6 | 21
CCN(CC(=O)Nc1c(F)cccc1F)C(=O)c1ccc(S(=O)(=O)NCc2ccco2)cc1
    1 | 1 | -15 | -1 | -8 | 5 | -0.3 | -1
O=C(Nc1ccc(S(=O)(=O)Nc2ncccn2)cc1)c1ccccc1Br
    -7 | -3 | 8 | -5 | 14 | 9 | 3.5 | 16
CCOC(=O)Nc1ccc2c(CN(C)Cc3ccc(F)cc3)cc(=O)oc2c1
    3 | -3 | -17 | 20 | -19 | 9 | 4.8 | 18
COc1cc(NC(=O)COC(=O)c2cc(S(=O)(=O)N3CCCCC3)ccc2Cl)c(C)cc1[N+](=O)[O-]
    14 | -1 | 2 | -2 | -2 | 3 | 2.0 | -4
CCN(CC)S(=O)(=O)c1ccc(C(=O)N(c2ccccc2)C2C=CS(=O)(=O)C2)cc1 (stereo not drawn)
    7 | -2 | 0 | -2 | 7 | 16 | 1.7 | 3
CC(=O)c1ccc(NC(=O)C2CCCN(C(=O)c3ccc(Cl)cc3)C2)cc1 (stereo not drawn)
    16 | -3 | 4 | -2 | -4 | 8 | -0.7 | -6
CC(=O)c1cccc(NC(=O)CCS(=O)(=O)c2cccc3nonc23)c1
    -14 | -2 | 10 | 1 | -14 | -17 | 1.4 | 12
CCCn1c(SCc2cc(=O)[nH]c3ccccc23)nc2c1c(=O)n(C)c(=O)n2C
    22 | -2 | 2 | 3 | -3 | 19 | 1.3 | 19
Cc1ccccc1N1C(S)=C(C#N)C(=O)NC1c1ccco1 (stereo not drawn)
    7 | -3 | 4 | -1 | 4 | 0 | 5.0 | -5
CCC(C)(C)NC(=O)c1cc(OC)c(OC)cc1[N+](=O)[O-]
    -1 | -1 | 7 | -3 | 5 | 19 | 1.6 | -14
O=[N+]([O-])c1ccc(Cl)c(S(=O)(=O)Nc2cccc(-c3ccc(N4CCOCC4)nn3)c2)c1
    -21 | 12 | -7 | -1 | -3 | -38 | 2.7 | 18
CS(=O)(=O)c1ccc2nc(NC(=O)c3ccccc3)sc2c1
    -12 | -1 | 23 | -4 | -97 | -162 | 3.1 | -93
Cc1cc(S(=O)(=O)N2CCCC2C(=O)N2CCOCC2)c(C)cc1Cl (stereo not drawn)
    -8 | -4 | 14 | -2 | -5 | 2 | -2.4 | 3
Cn1nnnc1SCSc1nnnn1C
    11 | 0 | 7 | 1 | 13 | 24 | -0.7 | 2
COc1ccc(NC(=O)c2cc(S(=O)(=O)NCC3COc4ccccc4O3)ccc2F)cc1 (stereo not drawn)
    -6 | -1 | 58* | -5 | 1 | 17 | 0.7 | 16
CC1=NN(C(N)=S)C(=O)C1N=Nc1c(C)n(C)n(-c2ccccc2)c1=O (stereo not drawn)
    22 | -4 | 9 | -1 | 12 | -7 | 1.9 | -7
Cc1ccc2nc(-c3ccc(SCC(=O)N4CCc5ccccc54)nc3)[nH]c2c1
    -22 | 4 | 21 | 1 | -77 | -133 | 9.6 | -53
CC1CN(C(=O)c2cc(-c3ccc(Cl)s3)nc3ccccc23)CC(C)O1 (stereo not drawn)
    11 | -8 | 30 | 0 | -8 | -8 | 1.9 | 9
O=C(Cn1cncn1)c1ccc(F)cc1F
    1 | -2 | 0 | -1 | 3 | 3 | -1.9 | -2
O=C(NC1CCN(Cc2ccccc2)CC1)c1ccc2c(c1)OCCCO2
    -2 | -3 | -9 | -2 | -19 | 14 | -2.6 | -10

Gathered by group: the compounds so far containing an NH in an aromatic ring.
Below each compound – APJ antag | APJ ag | tim23-1 inh | UPR XBP1 act | Jurkat NFkB inh | 697 NFkB inh | CHOP UPR activ | Mdm2 MdmX PPI
CCCn1c(SCc2cc(=O)[nH]c3ccccc23)nc2c1c(=O)n(C)c(=O)n2C
    22 | -2 | 2 | 3 | -3 | 19 | 1.3 | 19
Cc1ccc2nc(-c3ccc(SCC(=O)N4CCc5ccccc54)nc3)[nH]c2c1
    -22 | 4 | 21 | 1 | -77 | -133 | 9.6 | -53

Arranged by heavy-atom count (highest first): some entries from above.
Below each compound – APJ antag | APJ ag | tim23-1 inh | UPR XBP1 act | Jurkat NFkB inh | 697 NFkB inh | CHOP UPR activ | Mdm2 MdmX PPI
COc1cccc(C2C3=C(CCCC3=O)Nc3nc(-c4cc(OC)c(OC)c(OC)c4)nn32)c1 (stereo not drawn)
    4 | -1 | 8 | 1 | -12 | 22 | 1.6 | 21
CCC(C)N(C(=O)COC(=O)CSc1ccc([N+](=O)[O-])cc1)C1CCS(=O)(=O)C1 (stereo not drawn)
    0 | 9 | 14 | 1 | 10 | 1 | -1.8 | -2
CC1CN(C(=O)c2cc(-c3ccc(Cl)s3)nc3ccccc23)CC(C)O1 (stereo not drawn)
    11 | -8 | 30 | 0 | -8 | -8 | 1.9 | 9
Cc1ccc(C(=O)/C=C/Nc2ccccc2C(N)=O)o1
    12 | -2 | 15 | 4 | -34 | 6 | 1.8 | -18
Cn1nnnc1SCSc1nnnn1C
    11 | 0 | 7 | 1 | 13 | 24 | -0.7 | 2

Later entries.
Below each compound – APJ antag | APJ ag | tim23-1 inh | UPR XBP1 act | Jurkat NFkB inh | 697 NFkB inh | CHOP UPR activ | Mdm2 MdmX PPI
COc1ccc(CCNC(=O)CCNC(=O)N2CC(=O)Nc3ccccc32)cc1
    5 | -3 | 12 | -2 | -2 | 2 | -0.4 | 8
CCCC[n+]1ccn(-c2nc3ccccc3nc2[N-]S(=O)(=O)c2ccc(Cl)cc2)c1
    -8 | -2 | -2 | 1 | 8 | 34 | 3.6 | 6
O=C(NCCCN=C1NS(=O)(=O)c2ccccc21)c1ccc(S(=O)(=O)N2CCOCC2)cc1
    18 | -2 | 9 | -1 | -7 | 14 | -0.6 | 5
O=C(Nc1ccc(Br)cc1)N1CCCC(O)C1 (stereo not drawn)
    2 | -3 | -4 | 1 | 0 | 1 | 3.4 | 23
COc1ccc(NC(=O)CN(C)CC(=O)Nc2ccc(C)c(S(=O)(=O)N3CCCCC3)c2)cc1
    4 | 1 | 19 | -3 | 14 | -17 | 2.5 | 9
O=C(NCCN1CCOCC1)c1ccc(NC(=O)C2COc3ccccc3O2)cc1 (stereo not drawn)
    0 | -1 | 12 | 1 | -11 | -3 | -2.8 | -2
Cc1cc(=O)c(C(=O)O)cn1-c1ccc(C(C)C)cc1
    9 | -1 | 2 | 0 | -14 | -9 | -1.1 | 10
Cc1ccc(-n2c(C)nc3c(cnn3-c3ccc(C)c(C)c3)c2=O)cc1C
    -1 | -3 | 27 | -2 | -22 | -54 | 1.1 | -9
CCNc1nc(ON=C(C)C)nc(N(C)C)n1
    -3 | -2 | -9 | 1 | -7 | -16 | 2.0 | -9
CC(C)(C#N)Nc1ccccc1
    3 | -1 | 8 | -2 | 1 | 22 | -1.4 | 26
O=C(O)C1CCC(=O)N1C(=O)OCc1ccccc1 (stereo not drawn)
    -9 | -2 | 16 | -4 | -32 | -12 | -0.5 | 6
CC(=O)c1cc(C#N)c(Oc2ccc(Cl)cc2Cl)nc1C
    -14 | 0 | 3 | 1 | -5 | -20 | -3.0 | 3
Cc1nc(CCNC(=O)Cc2ccc(Cl)cc2)cs1
    1 | -1 | 0 | 1 | -1 | -7 | -0.6 | 14
CCC(C)(C)C1CCC2(CC1)NC(=O)N(CC(=O)N(C)CC(=O)Nc1ccccc1C(F)(F)F)C2=O (stereo not drawn)
    1 | 10 | 10 | -2 | -3 | -54 | -2.3 | 0
CCOC(=O)NC1(C(F)(F)F)C(=O)N(Cc2ccccn2)C2=C1C(=O)CC(C)(C)C2 (stereo not drawn)
    -10 | 0 | 13 | 0 | -4 | -9 | -0.9 | 16
C=CCSc1nnc2c(n1)OC(c1ccccn1)N(C(C)=O)c1ccccc1-2 (stereo not drawn)
    17 | 1 | 7 | -1 | 20 | -5 | -0.2 | 34
CSc1ncccc1C(=O)OCC(=O)c1cc2ccccc2o1
    22 | -12 | 7 | -2 | -6 | 3 | 3.0 | 6
O=C(Cc1cccs1)N=Nc1c(O)[nH]c2ccccc12
    18 | -3 | 23 | 1 | 0 | 18 | 2.9 | 7

Looked up by compound from the entries so far (two):
Below each compound – APJ antag | APJ ag | tim23-1 inh | UPR XBP1 act | Jurkat NFkB inh | 697 NFkB inh | CHOP UPR activ | Mdm2 MdmX PPI
Cc1ccc(OCCC(=O)OCC(=O)Nc2ccc3c(c2)OCCO3)cc1
    29 | -3 | 14 | -1 | -1 | 12 | -0.3 | 1
CCNc1nc(ON=C(C)C)nc(N(C)C)n1
    -3 | -2 | -9 | 1 | -7 | -16 | 2.0 | -9
